# Rab2A wt mod: changes GTP binding to wildtype dog Rab2A, up or down | GTP binding activity, % at 10 µM | GST-Rab2 wt beads, Bodipy-GTP binding, flow cytometry | 190,000 tested, 0.19% active;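 active = GTP binding activity at least 20 points away from 100%, either lowered or raised; inconclusive = signal likely due to the compound's own green fluorescence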;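 also: 0% = beads with excess unlabeled GTP and 100% = no-compound control corrected for plate trend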
# Cdc42 wt GTP: human Cdc42 wildtype GTP binding change, either direction; P60953; GST-Cdc42 beads, Bodipy-GTP binding, flow cytometry; actives lie on both sides; percent activity (GTP binding), % at 10 µM; 190,000 tested, 0.2% active;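 active = percent activity GTP binding at least 20 points away from the 100% baseline, either down as inhibitor or up as activator; inconclusive = compound flagged as likely green fluorescent from well-wide comparison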;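 also: median bead fluorescence of bound Bodipy-FL-GTP at 100 nM; 0% = excess unlabeled GTP control and 100% = no compound control; below 100% means less GTP binding so inhibitor and above means activator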
# Mcl1 Bid PPI: Mcl-1/Bid interaction inhibition; inhibition, % at 21.7 µM; Q07820; 220,000 tested, 0.97% active; TR-FRET Mcl-1/Bid-Dy647 peptide binding, 1536-well; AID 1021;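 active = compounds that cut the binding signal by more than half at the single screening dose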;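 also: His-tagged Mcl-1 with europium anti-His antibody binding Bid BH3 peptide; 0% = Mcl-1 plus peptide wells and 100% = peptide-only wells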
# Target sequence (Q07820 whole entry, looked up): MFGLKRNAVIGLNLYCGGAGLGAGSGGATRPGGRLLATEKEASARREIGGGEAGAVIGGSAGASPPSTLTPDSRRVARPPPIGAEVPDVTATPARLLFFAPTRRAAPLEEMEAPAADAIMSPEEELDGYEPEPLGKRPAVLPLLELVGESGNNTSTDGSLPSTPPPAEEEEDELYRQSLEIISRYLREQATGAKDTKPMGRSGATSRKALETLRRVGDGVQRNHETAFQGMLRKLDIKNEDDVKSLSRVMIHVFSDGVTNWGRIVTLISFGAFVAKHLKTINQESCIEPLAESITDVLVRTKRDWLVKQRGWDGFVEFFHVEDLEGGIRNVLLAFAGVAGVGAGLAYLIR
# Bim-Mcl-1: human Bim-Mcl-1 interaction inhibition; Bead-based flow cytometry, Bim peptide-Mcl-1 binding; inhibition, % at 10 µM; 190,000 tested, 0.1% active; in the data active = inhibition above about 40%;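 also: 0% = no compound tracer wells and 100% = peptide blocker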
# RGS8-Gao reg: human RGS8-Galphao interaction regulation; multiplexed bead flow cytometry, RGS8-Galphao binding; actives lie on both sides; 220,000 tested, 0.34% active; AID 1423; response (percent of control binding), % at 10 µM; in the data active = response below about 60% or above about 140%; inactive = in between;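 also: Galphao activated as the GDP aluminium fluoride complex binding bead-coupled RGS8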
# Target sequence (P09471 whole entry, looked up): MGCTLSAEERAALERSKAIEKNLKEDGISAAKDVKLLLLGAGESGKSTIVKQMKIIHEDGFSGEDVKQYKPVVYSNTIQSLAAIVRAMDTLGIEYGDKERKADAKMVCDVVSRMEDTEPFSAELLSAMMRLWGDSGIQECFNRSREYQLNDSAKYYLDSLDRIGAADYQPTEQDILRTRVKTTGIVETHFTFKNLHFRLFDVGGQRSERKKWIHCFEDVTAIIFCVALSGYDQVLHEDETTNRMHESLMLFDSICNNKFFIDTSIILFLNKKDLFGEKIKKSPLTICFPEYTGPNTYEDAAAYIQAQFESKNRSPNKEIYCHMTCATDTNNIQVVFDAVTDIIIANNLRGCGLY
# Rac1 wt GTP bind: modulators of human Rac1 wildtype GTP binding | P63000 | GST-Rac1 beads, fluorescent GTP binding, flow cytometry; actives lie on both sides; 0 = cold GTP competed, 100 = untreated | GTP binding activity (% of control), % at 10 µM | 190,000 tested, 0.27% active;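 active = GTP binding activity at least 20 points away from the 100% control level, either lower or higher; inconclusive = compound flagged as likely green fluorescent, judged across all proteins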
# Pf gametocyte: P. falciparum stage V gametocyte viability inhibition | P. falciparum stage V gametocytes, ATP luminescence, 24 h | inhibition, % at 10.9 µM | 150,000 tested, 0.065% active;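 active = inhibition above the mean plus 3 SD of compounds within the control limits, set per campaign, cut at about 38% in these data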;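 also: 0% = DMSO wells and 100% = medium only without gametocytes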
# HRas wt GTP: modulators of GTP binding to human HRas wildtype | P01112 | GST-Ras wt beads, Bodipy-FL-GTP binding, flow cytometry; actives lie on both sides | GTP binding activity, % at 10 µM | 190,000 tested, 0.14% active | AID 759;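 active = GTP binding activity at least 20% away from the 100% baseline, either lowered as inhibitor or raised as activator; inconclusive = flagged as likely green fluorescent, judged across all proteins in the well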;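 also: 0% = unlabeled GTP competition control and 100% = no-compound control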
# Target sequence (P01112 whole entry, looked up): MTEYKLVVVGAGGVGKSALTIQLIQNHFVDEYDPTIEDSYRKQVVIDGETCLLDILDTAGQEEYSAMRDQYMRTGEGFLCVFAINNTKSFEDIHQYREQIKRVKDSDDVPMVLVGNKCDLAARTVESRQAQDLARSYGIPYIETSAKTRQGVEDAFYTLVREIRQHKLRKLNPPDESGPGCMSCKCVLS
# Rac1 mut GTP: human Rac1 activated mutant GTP binding change. GST-Rac1 activated beads, fluorescent GTP binding, flow cytometry; actives lie on both sides; 100% means binding = to untreated wells. 190,000 tested, 0.11% active. P63000. percent activity (GTP binding), % at 10 µM;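 active = GTP binding at least 20 percentage points away from the 100% baseline, in either direction, so actives lie on both sides; inconclusive = Compound likely fluorescent itself, or too few beads counted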
# Mcl1 Noxa PPI: disrupts binding of human Mcl-1 to Noxa peptide | 220,000 tested, 1.5% active | TR-FRET Mcl-1/Noxa peptide binding, 2 h | AID 1022 | inhibition, % at 21.7 µM | Q07820;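 active = compounds that cut the protein-peptide binding signal by more than 50% relative to plate controls in a single-dose test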;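 also: His-tagged Mcl-1 with rhodamine Noxa BH3 peptide and terbium anti-His antibody; 0% = Mcl-1 plus Noxa peptide wells and 100% = peptide-only wells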
# Rab7 wt GTP bind: modulators of GTP binding to dog Rab7 wildtype GTPase | GST-Rab7 beads, fluorescent GTP binding, flow cytometry; actives lie on both sides; untreated = 100%, excess cold GTP = 0% | GTP binding activity (percent of control), % at 10 µM | 190,000 tested, 0.055% active;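 active = fluorescent GTP binding to Rab7 beads changed by at least 20 points from the 100% baseline, either direction, mostly lower; inconclusive = compound itself probably fluorescent, or too few beads counted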;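 also: median green fluorescence of bound Bodipy-FL-GTP per Rab7 bead population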
# Numbers without * were called inactive; ? = inconclusive; · = not tested or not shown.
SMILES,Rab2A wt mod,Cdc42 wt GTP,Mcl1 Bid PPI,Bim-Mcl-1,RGS8-Gao reg,Rac1 wt GTP bind,Pf gametocyte,HRas wt GTP,Rac1 mut GTP,Mcl1 Noxa PPI,Rab7 wt GTP bind
O=C(COC(=O)c1ccccc1Nc1cccc(C(F)(F)F)c1)NCc1ccco1,100,108,-63,-5,98,101,·,102,98,30,100
CCOC(=O)c1ccc2c(c1)[nH]c(=S)n2CC,97,96,-24,-10,101,96,16,95,96,8,98
Cc1ccc(C(=O)CSc2nnnn2-c2ccccc2)o1,100,95,-22,-1,100,98,-10,99,95,8,97
Nc1c(C(=O)NCCN2CCOCC2)c2nc3ccccc3nc2n1-c1cccc(F)c1,100,101,6,-1,101,103,·,100,100,1,100
Nn1c(SCC(=O)Nc2ccc3c(c2)OCO3)nnc1-c1ccccc1,100,106,-22,-2,102,112,-25,103,102,15,100
Cc1ccccc1NC(=O)C(=O)NCc1ccccn1,95,96,-3,-6,100,96,-13,98,98,3,95
CCC1SC2=NC(C)=C(C(=O)OCCOC)C(c3ccc(C(=O)OC)cc3)N2C1=O (stereo not given),99,99,-26,0,103,103,5,100,97,23,99
O=C1NC(=Nc2ccccc2)/C(=C/c2ccco2)S1,98,100,-32,-3,98,102,·,99,98,47,101
Cc1ccc(S(=O)(=O)C2(C(=O)Nc3nccs3)CC2)cc1,102,100,-5,-2,102,106,·,102,102,3,100
CCOC(=O)Cn1c(-c2ccccn2)nc2ccccc21,?,?,7,-3,103,?,·,?,?,8,?
COc1ccc2cc(C(N)=O)c(=Nc3ccc(C)cc3)oc2c1,101,100,-8,0,100,99,5,102,95,13,103
O=C(Nc1ccccc1)NC1(C(=O)N2CCN(C(=O)c3ccco3)CC2)CCCCC1,102,99,-17,1,99,104,22,101,98,13,102
COc1ccc(-c2csc(NC(=O)c3cc(C)on3)c2C#N)cc1OC,99,103,-19,-1,102,100,·,101,97,16,98
O=S(=O)(c1ccc(Cl)nc1)N1CCN(Cc2ccc3c(c2)OCO3)CC1,100,102,14,1,111,103,·,99,97,5,101
CCOC(=O)c1sc(N)c(C#N)c1CSc1nnc(C2CC2)n1N,101,102,20,-4,99,102,·,102,98,33,104
O=C(ON=C1CCN(S(=O)(=O)c2ccccc2)CC1)c1cccc(Cl)c1,99,104,-5,-4,96,108,·,100,100,1,101
O=C(CCC1CCCC1)Nc1ccc(OCC(=O)N2CCOCC2)cc1,98,98,-15,1,104,102,·,100,97,-18,99
CCOC(=O)c1sc(NC(=O)C2CCC2)cc1C,94,95,1,0,107,101,6,96,100,-4,97
CN(C)S(=O)(=O)c1cccc(NC(=O)c2cc(-c3cccs3)nn2-c2ccccc2)c1,95,97,4,1,97,96,·,95,99,2,97
Cn1cnnc1SCC(=O)Nc1ccccc1C(=O)NC1CCCC1,100,102,-26,-1,93,104,·,101,102,-2,98
COc1ccc(NC(=O)c2ccc(CNc3c(NC4CCCCC4)c(=O)c3=O)cc2)cc1OC,100,101,-8,0,100,104,·,99,100,21,100
N#Cc1ccc(N/N=C/c2ccccc2)c([N+](=O)[O-])c1,97,97,6,-1,103,100,-10,100,96,36,101
CC(C)CC1=NC(C(F)(F)F)(C(F)(F)F)c2c(n(CC(C)C)c(=O)[nH]c2=O)N1,95,102,-13,-5,100,100,13,96,97,5,99
CN(C)c1cc[n+](CC(=O)Nc2ccc(Oc3ccccc3)cc2)cc1,100,97,-27,-1,105,99,·,98,98,-1,104
Cc1ccc(S(=O)(=O)N(CC(=O)N2CCC(C(N)=O)CC2)Cc2ccc(F)cc2)cc1,100,105,-2,0,102,100,·,101,98,5,98
CCn1c(SCC(=O)Nc2ccc(C(C)=O)cc2)nc2ccccc21,99,102,4,-5,100,105,2,99,99,4,100
O=C(Nc1ccccn1)NC1CCCCC1,99,100,-7,-5,·,98,-13,97,98,-8,98
CC(c1ccccc1C(O)(c1ccccc1)c1ccccc1)N(C)C (stereo not given),102,101,-5,-8,14*,103,·,100,102,6,95
CCOc1ccc(-c2noc(COC)n2)cc1OC,97,94,5,2,99,99,-15,97,96,12,99
CN(C)C1=NCC(CSC(=N)N)S1 (stereo not given),102,101,-14,-5,94,101,0,99,96,1,102
O=C(OCC1CC(c2ccccn2)=NO1)c1ccc(Br)cc1 (stereo not given),95,99,1,1,99,97,7,98,94,2,100
O=C1CC(c2cc(Br)ccc2F)c2cc3c(cc2N1)CCC3 (stereo not given),102,103,-20,-2,102,103,·,102,101,3,100
Cc1onc(-c2c(F)cccc2Cl)c1C(=O)Nc1sc2c(c1C#N)CCC(C(C)(C)C)C2 (stereo not given),100,101,-8,2,80,103,13,104,103,-15,102
CCOC(=O)C1(C)NC(c2ccc(N(C)C)cc2)C2C(=O)N(c3ccc(OC)cc3)C(=O)C21 (stereo not given),100,101,-87,-1,104,104,-12,100,97,26,103
Oc1ccc(N2CCN(c3nnnn3-c3ccccc3)CC2)cc1,96,90,-88,34,98,92,-32,95,94,32,101
O=C(O)CNS(=O)(=O)c1ccc2[nH]c(=O)c(=O)[nH]c2c1,98,95,-8,1,101,96,-15,96,97,0,98
Cc1cccc(-c2c3c(=O)n(C)c(=O)n(C)c3cn2CC2CCCO2)c1 (stereo not given),102,101,-44,-5,93,106,·,103,101,8,99
COc1ccc(S(=O)(=O)N(C)Cc2cccs2)cc1Br,98,102,8,-5,116,105,-7,100,98,17,101
Cc1ccc(S(=O)(=O)Oc2ccccc2/C=N/NC(=O)c2nn(C)cc2[N+](=O)[O-])cc1,99,96,-18,-2,101,98,10,99,98,8,100
O=C1CCCc2c1cc(C(=O)NCc1ccco1)c(=O)n2-c1ccccc1,103,102,-18,0,98,99,·,100,99,1,99
COC(=O)c1ccccc1NC(=O)c1noc2c1CC(C(C)(C)C)CC2 (stereo not given),94,98,2,0,101,94,19,97,94,0,94
C=CCN1C(=O)CC(C(=O)NC)SC1=Nc1ccc(C(=O)OCC)cc1 (stereo not given),102,103,-5,2,101,103,·,101,100,-6,100
CCOC(=O)c1c(C)n(O)c2ccc(Cl)cc2c1=O,101,100,-30,-2,128,103,-14,99,96,43,96
c1nc(NCCN2CCOCC2)c2c3c(sc2n1)CCCCC3,93,97,-21,-1,101,94,·,97,94,28,93
COc1cccc(C2CC(=O)Nc3cc4c(cc32)CCC4)c1 (stereo not given),90,96,-11,4,105,91,-7,94,94,1,94
CN(C)Cc1nc2ccccc2c(=O)n1CC(=O)Nc1cccc(S(=O)(=O)N2CCOCC2)c1,?,?,9,-1,100,?,-2,?,?,16,?
Cc1nn2c(CN(C(=O)COc3ccccc3)c3ccccc3)nnc2c2ccccc12,100,100,-10,-3,98,102,·,98,100,12,95
Cc1cnc(NC(=O)c2ccncc2)s1,98,96,-12,-2,102,95,8,96,95,-16,101
c1ccc2c(c1)oc1c(Nc3ccc4c(c3)OCO4)ncnc12,104,106,-8,0,100,108,·,104,99,38,101
C=CCn1c(SCC(N)=O)nnc1-c1cccc(Br)c1,?,?,-6,-1,100,?,10,?,?,14,?
O=C(Nc1ccccc1Sc1ccccc1)c1ccccc1,100,104,-5,-2,101,101,·,100,100,-1,101
COc1ccc(S(=O)(=O)N(CC(=O)NCc2cccnc2)Cc2ccccc2)cc1,96,95,-23,2,103,105,·,99,97,-11,102
COc1cc(CO)cc(Br)c1OCC(=O)Nc1cccc2ccccc12,101,103,-29,-3,103,103,12,101,96,2,106
COc1ccc(OC)c(-n2nnnc2SCC(=O)Nc2ccccc2N2CCOCC2)c1,95,94,-40,1,100,96,-1,95,93,0,95
O=C(NCc1cccnc1)C1CCN(c2ccc(S(=O)(=O)N3CCOCC3)cc2Cl)CC1,94,92,-37,-1,102,94,15,93,93,-8,98
C=CCn1c(SCc2ccccc2C#N)nnc1-c1cc(Br)ccc1O,99,99,-13,-1,99,98,·,99,97,6,100
COc1ccc(N2C(=O)C3CCCN3C2c2cccc(C)c2)cc1Cl (stereo not given),93,96,-10,0,99,93,·,94,91,·,95
O=C(CSc1nnnn1-c1ccccc1)N1CCc2ccccc2C1,99,99,-27,-1,98,99,17,99,97,-7,98
COc1ccccc1N1CCN(C2CCN(C(=O)c3cccs3)CC2)CC1,105,102,58*,1,99,106,·,102,102,8,103
CS(=O)(=O)Oc1ccc(/C=N/NC(=O)c2ccncc2)cc1,97,99,-19,-3,102,103,18,98,98,7,96
# Further entries
SMILES,Rab2A wt mod,Cdc42 wt GTP,Mcl1 Bid PPI,Bim-Mcl-1,RGS8-Gao reg,Rac1 wt GTP bind,Pf gametocyte,HRas wt GTP,Rac1 mut GTP,Mcl1 Noxa PPI,Rab7 wt GTP bind
CC(=NCc1ccncc1)C1=C(O)c2ccccc2C1=O,95,98,-7,-3,124,96,·,96,96,18,95
COc1cccc(NC(=O)CSc2nc3ccccc3cc2Cc2ccccc2)c1,102,104,-13,-8,101,105,·,103,100,-62,101
CCCn1c(N2CCN(CC(=O)c3c(C)n(C)c4ccccc34)CC2)nc2c1c(=O)[nH]c(=O)n2C,104,106,24,-1,107,105,-8,103,102,-6,104
CC(C)CC(O)(CC(C)C)C(=O)NNc1ccccc1,101,102,-20,-5,107,106,·,100,101,7,90
CC(C)Cn1c(-c2ccc(F)cc2)n[nH]c1=S,98,98,-30,-3,101,94,·,100,95,23,98
O=C(/C=C/NCC(=O)c1ccccc1)c1ccc(Br)cc1,101,102,-14,-24,98,101,-17,101,99,13,98
O=S(=O)(NCC1CCCO1)c1ccc(Oc2ccccc2)cc1 (stereo not given),98,100,-3,-7,86,103,-4,100,97,2,100
O=C(N/N=C/c1ccc(OCc2ccccc2)cc1)c1cccs1,?,?,-23,-2,101,?,5,?,?,-1,?
Fc1cccc(/C=N/Nc2ccc3ccccc3n2)c1,99,93,2,0,104,97,-4,96,94,15,97
N#CC1=C(N)Oc2n[nH]c(-c3cccs3)c2C1c1ccccc1C(=O)O (stereo not given),93,94,-39,-4,101,97,8,95,94,21,95
COc1ccc(Br)cc1CN1CCCC(C(=O)N2CCCCCC2)C1 (stereo not given),105,102,42,-9,104,107,14,102,100,32,100
Cc1nc2ccc(C(=O)OCc3ccccc3Br)cc2nc1C,101,99,-2,-1,104,99,·,102,94,-5,103
COc1c(Br)cc2c(C)c(C(=O)O)oc2c1Br,?,?,5,-1,102,?,·,?,?,14,?

# High-throughput results: PubChem BioAssay, several laboratories
